# HEK293 cAMP cs: counter-screen for TSHR agonists: cAMP increase in parental HEK293; parental HEK293 CNG cAMP sensor, membrane potential fluorescence; Potency, µM (highest dose often 57.1 µM), for the others: top-dose activation, hits mostly activators; hit rate 2.5% among 73,000; also: potency is read from the fitted curve at half-maximal effect; % of control where 0% means no effect; nearly all actives have a fitted effect of over 55% in size
#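 Parental HEK 293 cells stably expressing a cAMP-gated CNG channel were loaded with membrane potential dye containing 100 uM RO 20-1724 for 60 min. Compound added for 30 min; depolarization read as fluorescence intensity at 590 nm.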
# HADH2 inhib: HADH2 (human) dehydrogenase inhibition; hit rate 3.4% among 73,000; Q99714; Potency, µM (top dose mostly 57.1 µM), for inactives: at the top dose activity change, negative = inhibition, actives largely listed as inhibitors; recombinant HADH2, NADH fluorescence, beta-hydroxybutyryl-CoA; also: potency is read from the fitted curve at half-maximal effect; % is scaled to controls: 0 for no effect and ±100 for the full control effect; nearly all actives have a fitted effect of over 60% in size; many of its hits are not listed in these tables
# Target sequence (Q99714 whole entry, looked up, one chain of several): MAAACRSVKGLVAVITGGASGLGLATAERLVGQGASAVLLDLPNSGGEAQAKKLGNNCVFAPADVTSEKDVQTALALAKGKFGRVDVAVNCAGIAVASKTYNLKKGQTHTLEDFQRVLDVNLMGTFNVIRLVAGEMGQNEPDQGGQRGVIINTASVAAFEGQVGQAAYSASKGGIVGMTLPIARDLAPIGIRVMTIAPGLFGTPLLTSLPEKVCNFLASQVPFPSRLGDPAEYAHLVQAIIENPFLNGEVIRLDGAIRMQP
#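 Buffer 100 mM Tris-HCl pH 9.0/0.01% Tween-20; HADH2 20 nM; NAD+ 1 mM; beta-hydroxybutyryl-CoA 90 uM (all final). 15 min cpd preincubation, RT.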
# Pol III holo inh: inhibitors of bacterial DNA polymerase III holoenzyme; reconstituted DNA polymerase III holoenzyme replication, biochemical; Potency, µM (doses to about 57.1 µM), for inactives: top-dose activity change, negative = inhibition; hit rate 0.25% among 71,000; also: potency is read from the fitted curve at half-maximal effect; % is scaled to controls: 0 for no effect and ±100 for the full control effect
#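 Reconstituted *E. coli* holoenzyme (0.35 nM Pol III, 1 nM beta, 154 nM SSB, 2 nM primase) was preincubated with compound for 15 min at RT. Synthesis on 1.4 nM ssM13Gori ran 35 min, then was stopped with PicoGreen/EDTA and read as dsDNA fluorescence.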
# Rhodamine fluor: compound autofluorescence in rhodamine spectral region; Rhodamine-region fluorescence, 547/598 nm, Tris buffer; stronger effect = higher value; max dye-equivalent concentration, M; hit rate 0.05% among 59,000; in the data active = max dye-equivalent concentration above about 11 nM; inconclusive = between about 1.1 nM and that limit
#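 Compounds in 100 mM Tris buffer, pH 8.0, were incubated 15 min at room temperature, then read at 547 nm excitation and 598 nm emission. Fluorescence was normalized against a per-plate six-point rhodamine standard curve as dye-equivalent concentration.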
# BRCT inh red: inhibitors of human BRCA1 BRCT-phosphoprotein interaction (red fluorophore); BRCT-phosphopeptide binding, red fluorescence polarization; AID 892; P38398; hit rate 0.03% among 75,000; Potency, µM (series often up to 76.9 µM), for the others: top-dose activity change, negative = inhibition, most hits filed as inhibitors; also: % is scaled to controls: 0 for no effect and ±100 for the full control effect
#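 Rhodamine-labelled pBACH1 10-mer (100 nM) bound to BRCT domain (100 nM) at pH 7.3; compounds incubated 12 min room temperature, polarization read. Free peptide defines full inhibition; unlabelled decapeptide titrated as control.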
# Casp7 inh: blocks human caspase-7 allosterically or competitively | P55210 | hit rate 0.02% among 75,000 | recombinant caspase-7, Ac-DEVD-AFC fluorescence rate | AID 889 | Potency, µM (top dose mostly 57.5 µM), for inactives: at the highest dose activity change, negative = inhibition, hits mostly inhibitors; active = well fitted inhibition curve with a large enough effect in the main read-out, with a control signal flat, not every such curve was filed as active; inconclusive = small, poorly fitted or top-dose-only effect, or a change in a side signal; also: potency is read from the fitted curve at half-maximal effect; % of control where 0% means no effect
# Tau filament bind: binds recombinant human tau filaments | P10636 | Potency, µM (doses to about 57.1 µM), without a hit: at the highest dose activity change, negative = inhibition | hit rate 2% among 71,000 | recombinant tau filaments, thioflavin S fluorescence, 15 h; filaments grown with octadecylsulfate alongside compound;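 also: potency is read from the fitted curve at half-maximal effect; % is scaled to controls: 0 for no effect and ±100 for the full control effect; actives lower thioflavin S fluorescence by blocking filaments or displacing dye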
#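 Recombinant tau protein (human, 1 uM final) plus 30 uM ODS in HEPES pH 7.4 with NaCl, DTT and thioflavine S. Compound present from the start; fluorescence at 510 nm after 15 h, 37 C.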
# USP2a inhib: USP2a (human) protease inhibition; AID 927; Potency, µM (series often up to 38.3 µM), inactives show at the highest dose activity change, negative = inhibition, actives largely listed as inhibitors; hit rate 0.1% among 60,000; USP2a enzymatic assay, qHTS inhibition; O75604;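 also: potency is read from the fitted curve at half-maximal effect; nearly all actives have a fitted effect of over 60% in size; plate controls were DMSO for no effect and NEM full inhibition control for full effect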
# Target sequence (O75604 whole entry, looked up): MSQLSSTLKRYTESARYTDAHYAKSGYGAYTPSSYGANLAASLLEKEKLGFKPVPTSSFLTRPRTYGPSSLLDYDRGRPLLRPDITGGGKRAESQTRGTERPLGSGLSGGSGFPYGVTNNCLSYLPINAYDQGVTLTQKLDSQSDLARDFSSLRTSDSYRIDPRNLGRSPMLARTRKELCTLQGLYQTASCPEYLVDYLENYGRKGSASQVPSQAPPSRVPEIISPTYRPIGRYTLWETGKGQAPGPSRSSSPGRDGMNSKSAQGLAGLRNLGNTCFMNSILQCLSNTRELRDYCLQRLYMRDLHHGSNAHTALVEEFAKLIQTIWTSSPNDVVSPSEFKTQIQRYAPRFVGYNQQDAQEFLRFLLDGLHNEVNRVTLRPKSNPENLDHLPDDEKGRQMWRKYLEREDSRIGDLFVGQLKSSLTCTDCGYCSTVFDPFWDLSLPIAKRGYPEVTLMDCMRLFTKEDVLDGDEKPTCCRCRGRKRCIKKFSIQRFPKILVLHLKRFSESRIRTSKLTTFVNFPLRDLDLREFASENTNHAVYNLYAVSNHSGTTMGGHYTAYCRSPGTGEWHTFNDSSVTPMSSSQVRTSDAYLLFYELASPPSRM
#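 Inhibition is measured in a cell-free coupled assay with 20 nM USP2 core, 20 nM Ub-PLA2 and 20 uM NBD C6-HPC, 2.5 h incubation. Activity normalized to NEM control.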
# 15-hLO inh: 15-hLO (ALOX15) enzyme inhibition. P16050. purified 15hLO-1, xylenol orange hydroperoxide absorbance. Potency, µM (doses to about 57.1 µM), without a hit: at the top dose activity change, negative = inhibition, usual class: inhibitors. hit rate 1.4% among 74,000. AID 887; also: potency is read from the fitted curve at half-maximal effect; % is scaled to controls: 0 for no effect and ±100 for the full control effect; nearly all actives have a fitted effect of over 55% in size
#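 Purified human 15hLO-1 (40 nM final) in 25 mM Hepes pH 7.5, 0.01% Triton X-100 was preincubated with compound 15 min at room temperature, then reacted 6 min with 50 uM arachidonic acid; hydroperoxide detected by Fe-XO, 573/405 nm absorbance ratio.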
# BRCT PPI green: inhibitors of human BRCA1 BRCT-phosphoprotein interaction (green fluorophore); BRCA1 BRCT-phosphopeptide binding, green fluorescence polarization; Potency, µM (top dose mostly 76.9 µM), for inactives: top-dose activity change, negative = inhibition, hits mostly inhibitors; hit rate 0.05% among 75,000; AID 875;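 also: potency is read from the fitted curve at half-maximal effect; plate controls were peptide without protein for full effect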
#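 Compounds were incubated for 12 min at room temperature with a complex of 100 nM fluorescein-tagged pBACH1 decapeptide and 250 nM His-tagged BRCT protein. Buffer was phosphate pH 7.3 with EDTA, DTT and Tween 20. Disruption of binding lowers the polarization signal.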
# Casp1 inh: allosteric or competitive inhibitors of human caspase-1 | hit rate 0.03% among 75,000 | P29466 | Caspase-1 enzyme, Ac-WEHD-AFC fluorogenic rate | Potency, µM (doses to about 57.5 µM), for inactives: top-dose activity change, negative = inhibition, most hits filed as inhibitors;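 also: potency is read from the fitted curve at half-maximal effect; plate controls were vehicle for no effect and no substrate for full effect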
# Starred values were filed as active, the others as inactive; i = inactive; ? = inconclusive; / = no result given; [ ] = remark or other dose. Unless noted, calls follow the shape of the dose curve; as a rule, active = well fitted curve in the direction sought with a large enough effect; inconclusive = small, poorly fitted or top-dose-only effect, or another doubt; inactive = no such curve, though single readings can be large; an effect the other way counts as inactive or inconclusive. Only part of the results is shown; count on the stated rates, not on these rows.
# The first three entries, to show the layout:
# The line under a structure holds: HEK293 cAMP cs, HADH2 inhib, Pol III holo inh, Rhodamine fluor, BRCT inh red, Casp7 inh, Tau filament bind, USP2a inhib, 15-hLO inh, BRCT PPI green, Casp1 inh
Cn1c(=O)c2[nH]c(CCCCc3nc4ccccc4[nH]3)nc2n(C)c1=O
  11%[11.4 µM], 15%[11.4 µM], -12%[11.4 µM], i, -0.6%[15.4 µM], -2%[11.5 µM], -7%[11.4 µM], /, 14%[11.4 µM], -1.7%[15.4 µM], 2%[11.5 µM]
C=CCn1cnc2c(c1=O)c1nc3ccccc3nc1n2/N=C/c1cc(OC)c(OC)c(OC)c1
  -14%, 2%, -3%, i, 1.4%, -1%, ?, 46%[activator], -5%, -3.3%, 0%
O=C(NCCN1CCOCC1)C1CC(=O)N(c2ccc(F)c(Cl)c2)C1 (stereo not drawn)
  13%, 4%, 0%, i, 0.5%, 1%, 8%, -6%, 13%, 0.1%, 4%

# Results (from the top)
# The line under a structure holds: HEK293 cAMP cs, HADH2 inhib, Pol III holo inh, Rhodamine fluor, BRCT inh red, Casp7 inh, Tau filament bind, USP2a inhib, 15-hLO inh, BRCT PPI green, Casp1 inh
Cn1c(=O)c2[nH]c(CCCCc3nc4ccccc4[nH]3)nc2n(C)c1=O
  11%[11.4 µM], 15%[11.4 µM], -12%[11.4 µM], i, -0.6%[15.4 µM], -2%[11.5 µM], -7%[11.4 µM], /, 14%[11.4 µM], -1.7%[15.4 µM], 2%[11.5 µM]
C=CCn1cnc2c(c1=O)c1nc3ccccc3nc1n2/N=C/c1cc(OC)c(OC)c(OC)c1
  -14%, 2%, -3%, i, 1.4%, -1%, ?, 46%[activator], -5%, -3.3%, 0%
O=C(NCCN1CCOCC1)C1CC(=O)N(c2ccc(F)c(Cl)c2)C1 (stereo not drawn)
  13%, 4%, 0%, i, 0.5%, 1%, 8%, -6%, 13%, 0.1%, 4%
CCOC(=O)C1CCN(CC(O)COc2ccc(C(C)=O)cc2)CC1 (stereo not drawn)
  1%, -8%, -6%, /, -1.2%, 1%, 18%, /, 7%, -0.2%, -1%
CCOc1ccc(-n2cc(C(=O)NCc3ccco3)c3cc(OC)c(OC)cc3c2=O)cc1
  12%, 6%, 1%, i, -0.7%, -1%, 119%, 22%, 9%, -2.3%, -2%
CCC(c1nnc(SCC(=O)NCC2CCCO2)n1Cc1ccccc1)N(C)C (stereo not drawn)
  4%, 2%, -1%, i, -2.1%, -5%, -5%, 4%, 7%, -2.2%, 2%
CCN(CC)C(=O)COc1ccc(Br)cc1Cl
  15%, 16%, -2%, i, 0.1%, -2%, 5%, 1%, -2%, -2.4%, -2%
CCn1c(=N)n(CCO)c2ccccc21
  8%, -6%, -7%, i, -1.3%, 4%, 5%, -6%, 10%, 0.8%, -3%
COC(=O)c1cn(CC(=O)NCc2cccs2)c2ccccc12
  9%, 13%, 1%, i, 1.1%, 1%, -7%, -5%, 2%, -2.8%, 0%
CCOC(=O)C1CCCN(C(=O)c2cc3c(=O)n4cccc(C)c4nc3n2C)C1 (stereo not drawn)
  12%, -14%, 3%, i, 0.2%, 0%, -1%, 4%, 4%, -0.3%, -4%
CCOCCCn1c(=S)[nH]c2cc(C(=O)N3CCC(C(N)=O)CC3)ccc2c1=O
  14%, 2%, -1%, i, -0.5%, -2%, 3%, -4%, 3%, -1.0%, 2%
Cc1ccc(S(=O)(=O)C(C#N)c2nc3ccccc3nc2N2CCC(C)CC2)cc1 (stereo not drawn)
  5%, -4%, 7%, i, -0.7%, -19%, 6%, 4%, -6%, 1.4%, -20%
Nc1nc2c(nc(Sc3ccc(Cl)cc3)n2C2OC(CO)C(O)C2O)c(=O)[nH]1 (stereo not drawn)
  /, /, /, /, 1.5%, -1%, /, 0%, -6%, -1.0%, 2%
O=C(Nc1ccccc1)NC1CCN(CCCN2C(=O)c3ccccc3C2=O)CC1
  -1%, -5%, 0%, i, -0.8%, 1%, 5%, 9%, -2%, -2.5%, -1%
Cc1cnc(CNc2ccnc(-c3ccccc3Cl)n2)cn1
  -4%, 6%, -2%, i, -1.1%, 0%, -12%, -2%, -1%, -0.8%, 2%
Oc1cccnc1CN1CCCCC1
  2%[11.4 µM], 10%[11.4 µM], -8%[11.4 µM], i, -2.1%[15.4 µM], -1%[11.5 µM], -2%[11.4 µM], /, 3%[11.4 µM], -1.8%[15.4 µM], 0%[11.5 µM]
CCOC(=O)C(C)Sc1nc2c(c(=O)[nH]c(=O)n2C)n1Cc1ccc(Cl)cc1 (stereo not drawn)
  5%, ?, -5%, /, -3.2%, -1%, 13%, /, -15%, -0.9%, -1%
O=C(CC1Oc2ccccc2NC1=O)NCCCN1CCN(Cc2ccccc2)CC1 (stereo not drawn)
  4%, -4%, -2%, /, -0.1%, 0%, 5%, /, 6%, 0.4%, 2%
CCN(CC)C(=O)C1=C(C)NC(=O)NC1c1ccccc1F (stereo not drawn)
  8%, 0%, -1%, i, -0.1%, 2%, 9%, -4%, 9%, -0.8%, -1%
COc1ccc(CC(=O)Nc2ccc3c(c2)OCO3)cc1S(=O)(=O)N1CCOCC1
  -13%, 10%, -3%, i, -1.2%, 1%, 1%, 0%, -3%, -0.3%, 1%
CCOC(=O)c1c(NC(=O)CN2CCOCC2)sc2c1CCCC2
  26%, 16%, -3%, i, -1.2%, -6%, -12%, 13%, 25µM*, 2.4%, -2%
O=c1c2c3nc4ccccc4nc3n(-c3ccc4c(c3)OCCO4)c2ncn1C1CCCC1
  -1%, 12%, -7%, i, -0.5%, -7%, -18%, 18%, -15%, -2.5%, -11%
[O-][n+]1onc2c1CCc1nnc(-c3ccccc3)cc1-2
  -2%, 16%, -17%, i, -0.5%, -2%, -23%, -5%, 9%, -0.8%, 3%
O=C(O)c1nnsc1-c1csnn1
  1%[11.4 µM], -8%[11.4 µM], -8%[11.4 µM], i, 0.3%[15.4 µM], 1%[11.5 µM], 1%[11.4 µM], /, -4%[11.4 µM], -1.3%[15.4 µM], -4%[11.5 µM]
CCOC(=O)N1CCN(CC(=O)Nc2c(C(=O)OC)[nH]c3ccccc23)CC1
  1%, -7%, -3%, i, -2.0%, 1%, -2%, 6%, 6%, 0.0%, -5%
O=C(Nc1cc(Cl)ccc1N1CCOCC1)c1cnccn1
  ?, 30%, -4%, i, 2.0%, 0%, -17%, 2%, ?, -8.2%, 0%
CC1(C)CC2CC(C)(CN2C(=O)C23CCC(C)(C(=O)O2)C3(C)C)C1 (stereo not drawn)
  16%, -1%, 0%, /, 0.4%, 1%, -3%, 7%, 1%, -0.7%, 0%
CCOC(=O)c1c(NC(=O)Cc2cccs2)sc(C(=O)N2CCCCC2)c1C
  ?, 9%, -4%, i, -0.5%, -1%, 31%, 2%, -13%, 2.5%, 0%
COCCCN(C)C1CCN(C(=O)Nc2ccc(F)cc2)CC1
  -2%, -6%, -13%, /, 1.2%, -3%, -1%, /, 4%, -0.4%, 0%
c1ccc(SC(Sc2ccccc2)c2ccc3c(c2)OCO3)cc1
  8%[11.4 µM], -4%[11.4 µM], -13%[11.4 µM], i, 0.2%[15.4 µM], -3%[11.5 µM], 4%[11.4 µM], /, 4%[11.4 µM], -0.8%[15.4 µM], -2%[11.5 µM]
COc1ccc(CNC(=O)CCS(=O)(=O)c2cccc3nonc23)cc1
  6%, -15%, 4%, i, -0.8%, 2%, 1%, -4%, -2%, -0.4%, -2%
N#Cc1cccc(NC(=O)N2CC[C@@]3(CCCN(C(=O)c4cccc(F)c4)C3)C2)c1
  ?, -10%, -12%, i, -0.3%, 0%, -14%, 35%[activator], -12%, -7.7%, -1%
CCOc1ccc(C(=O)O)cc1OC
  ?, 3%, -8%, i, -1.4%, -1%, -1%, -3%, 0%, -0.9%, 2%
O=C1CCCc2c1cc(C(=O)NC1CCSC1=O)c(=O)n2-c1ccccc1 (stereo not drawn)
  -4%, 10%, 1%, i, 0.2%, -5%, -6%, 5%, 9%, -0.8%, 0%
COC(=O)c1[nH]c2ccc(F)cc2c1NC(=O)CCN1CCN(Cc2ccc3c(c2)OCO3)CC1
  25%, ?, 4%, i, 0.2%, -1%, 4%, 35%[activator], 3%, 0.6%, -3%
CCOC(=O)c1cc2sc(C)cc2n1CC(=O)NCCc1ccccc1
  ?, -11%, -8%, i, 0.2%, 0%, 17%, 1%, 1%, -2.7%, 0%

# Screens: PubChem, National Center for Advancing Translational Sciences (NCATS)
